PLAP act: human PLAP activation; P05187; purified PLAP enzyme, luminescent substrate read-out; stronger effect = higher value; activation fold at 20 µM; 1.2% of 96,000 active; in the data active means activation fold above about 2
CYP2C19 activ: activators of human cytochrome P450 2C19 | P33261 | recombinant CYP2C19, luciferin-H EGE luminescence; stronger effect = higher value; 0 = fully inhibited enzyme, 1 = untreated enzyme | activation factor at 5 µM | 96,000 tested, under 10 active;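 active means activation factor of at least 2 at 5 µM in the primary screen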;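 further: 0 = wells with 2.5 mM tranylcypromine and 1 = vehicle-only wells; values of inactives mirror those of a sister screen read the other way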
PostGolgi yeast: growth inhibition of a yeast mutant, post-Golgi transport screen; post-Golgi transport phenotypic cell assay; inhibition, % at 10 µM; 0.9% of 98,000 active; AID 739; in the data active means inhibition above about 30%;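 further: yeast cells grown in 1536-well plates; yeast grown about 18 h at 30C before absorbance read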
CYP2C9 activ: CYP2C9 (human) activation; 1.4% of 96,000 active; recombinant CYP2C9, luciferin-H conversion, luminescence; stronger effect = higher value; factor 1 = untreated enzyme, 0 = blocked; activation factor at 5 µM; AID 1024;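 active means activation factor of 2 or more for CYP2C9 at a 5 µM dose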;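 further: 0 = sulfaphenazole-blocked wells and 1 = vehicle-only wells; values of inactives mirror those of a sister screen read the other way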
CYP2C19 inhib: human CYP2C19 inhibition; 21% of 96,000 active; inhibition, % at 5 µM; AID 778; CYP2C19 Supersomes, luciferin-H EGE luminescence, 30 min;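 active means CYP2C19 inhibition above a set limit at 5 µM in the primary screen, cut at about 50% in these data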;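 further: plate controls were negative control wells for no effect and 2.5 mM tranylcypromine positive control for full effect; values of inactives mirror those of a sister screen read the other way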
EphB4 antag: antagonists of human EphB4-ephrin-B2 interaction; AID 720; inhibition, % at 7 µM; EphB4 LBD / TNYL-RAW-Alexa532 peptide, fluorescence polarization; 0.15% of 97,000 active; P54760;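 active means inhibition above the screen-wide mean inhibition plus 3 SD, cut at about 15% in these data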;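 further: 0% = DMSO wells and 100% = excess unlabeled TNYL-RAW peptide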
Target sequence (P54760 whole entry, looked up, the tested form may be a part): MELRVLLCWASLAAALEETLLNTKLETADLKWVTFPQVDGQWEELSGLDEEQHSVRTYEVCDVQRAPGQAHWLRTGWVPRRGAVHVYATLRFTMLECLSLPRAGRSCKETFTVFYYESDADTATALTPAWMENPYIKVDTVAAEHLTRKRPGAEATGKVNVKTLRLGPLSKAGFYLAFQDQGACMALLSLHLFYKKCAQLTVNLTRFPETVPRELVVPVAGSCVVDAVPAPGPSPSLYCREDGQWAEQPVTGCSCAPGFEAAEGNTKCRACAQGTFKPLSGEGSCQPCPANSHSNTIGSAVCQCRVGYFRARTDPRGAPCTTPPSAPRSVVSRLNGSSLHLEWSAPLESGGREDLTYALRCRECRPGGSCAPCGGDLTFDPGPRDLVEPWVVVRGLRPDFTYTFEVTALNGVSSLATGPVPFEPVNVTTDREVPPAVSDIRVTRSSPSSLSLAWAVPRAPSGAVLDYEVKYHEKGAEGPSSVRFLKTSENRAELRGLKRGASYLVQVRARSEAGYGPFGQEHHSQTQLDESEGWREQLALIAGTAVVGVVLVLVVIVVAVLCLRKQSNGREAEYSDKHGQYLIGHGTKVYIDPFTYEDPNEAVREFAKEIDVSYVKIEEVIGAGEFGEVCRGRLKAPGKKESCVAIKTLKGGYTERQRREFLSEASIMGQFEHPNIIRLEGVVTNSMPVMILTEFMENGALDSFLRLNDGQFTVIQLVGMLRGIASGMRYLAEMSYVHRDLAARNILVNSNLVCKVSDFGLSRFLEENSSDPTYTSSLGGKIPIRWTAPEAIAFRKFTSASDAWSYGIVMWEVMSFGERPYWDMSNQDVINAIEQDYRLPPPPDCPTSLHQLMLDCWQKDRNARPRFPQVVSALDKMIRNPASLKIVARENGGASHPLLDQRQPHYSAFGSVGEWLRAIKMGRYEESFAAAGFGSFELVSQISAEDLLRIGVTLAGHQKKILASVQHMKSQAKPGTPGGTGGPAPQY
Pyk2 oligo antag: antagonists of human Pyk2 oligomerization. 0.83% of 99,000 active. z-score (the deposit names both 25 µM and 10 µM). Q293 cells, Pyk2 FERM NanoBiT luminescence; stronger effect = lower value;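 active means Z-score of -3 or lower, scaled per plate to the spread of control and sample wells; inactive means z-score above -3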;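 further: negative z-score means lost luminescence so less FERM oligomerization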
E coli WT exp: growth inhibitors of E. coli BW25113 wild type; OD600 absorbance; growth inhibition, % at 100 µM; 0.15% of 98,000 active;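 active means growth inhibition above about 50% at one test dose, limit read from the data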;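 further: growth measured after 20 h incubation at 37 °C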
CYP2C9 inhib: inhibitors of human CYP2C9. inhibition, % at 5 µM. P11712. CYP2C9 Supersomes, luciferin-H conversion, luminescence. 20% of 96,000 active;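 active means blocking of liver enzyme CYP2C9 beyond about 50% at 5 µM, limit read from the data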; further: values of inactives mirror those of a sister screen read the other way
Active calls of the source: *; nt = not tested or not shown.

mol,PLAP act,CYP2C19 activ,PostGolgi yeast,CYP2C9 activ,CYP2C19 inhib,EphB4 antag,Pyk2 oligo antag,E coli WT exp,CYP2C9 inhib
CCc1nnc(NC(=O)c2cc(S(=O)(=O)N3CCN(c4ccccc4)CC3)ccc2Cl)s1,1,0.9,-5,0.9,6,-8,-0.15,6,10
CC1CCCC(NC(=O)COC(=O)c2ccc3ccccc3n2)C1C (stereo not drawn),1,0.4,-4,0.6,62*,-7,0.68,-4,40
CCCCc1ccc(NC(=O)c2c(C)noc2C)cc1,2*,0.9,2,0.8,10,-3,1.1,-10,17
CCOC(=O)C(C)On1c(SC(C)C(=O)OCC)nc2ccccc2c1=O (stereo not drawn),nt,nt,-4,nt,nt,4,-0.08,-19,nt
CN(C)C(=O)c1c2c(nc3ccccc13)-c1ccccc1CC2,1,0.9,-12,0.8,11,-5,-0.31,-9,23
CCNC(=O)N1CCNC(=O)C1CC(=O)OC (stereo not drawn),0.9,0.9,1,1,5,5,0.81,-6,-4
CCN(CC(=O)Nc1ccc2c(c1)OCCO2)S(=O)(=O)c1cccs1,0.8,0.4,2,0.2,62*,-3,-0.22,0,85*
C=CCNc1nc(NCC)nc(N2CCOCC2)n1,0.9,1.1,3,1.2,-14,8,0.37,29,-15
O=C(Nc1ccc(N2CCN(Cc3ccccc3)CC2)cc1)c1ncn[nH]1,0.8,1,-2,1.1,-1,-3,-0.21,-1,-7
Cc1nc2c(Br)c3nc(C(F)(F)F)[nH]c3c(Br)c2[nH]1,1,1,-1,0.7,2,3,-0.1,-2,27
O=C(NCc1ccccc1)c1csc2c1CCCCC2,0.9,0.6,-12,4*,35,3,-0.56,-1,-304
CCCCC(CC)Cn1c2nc3ccccc3nc2c2c(=N)oc(C)nc21 (stereo not drawn),1.4,1.3,0,1.2,-26,4,nt,-3,-19
Cc1cc(C)c(S(=O)(=O)NCCn2ccc3ccccc32)c(C)c1,1.3,0.5,0,0.1,49,6,nt,3,87*
CCc1nnc(NC(=O)CSc2ncnc3c2cnn3-c2ccc(OC)cc2)s1,1,0.7,-5,0.7,32,-5,-0.15,2,28
COc1nc(Nc2ccc(O)cc2)nc(OC(C(F)(F)F)C(F)(F)F)n1,0.9,0.9,15,0.8,13,nt,-1.2,-4,22
CCN(CC)CCN1C(=O)C(=O)/C(=C(/O)c2ccc(OC)cc2)C1c1ccco1 (stereo not drawn),1.2,1.1,15,1,-8,0,0.36,1,-2
Cc1cc(NC(=O)COC(=O)CSCc2ccc(Cl)c(Cl)c2)no1,1.2,0.7,-3,0.6,27,6,1.6,-9,40
CCOC(=O)c1cnc(SC2CC(=O)N(c3ccccc3)C2=O)nc1N (stereo not drawn),1,0.9,1,0.7,11,-7,0.9,1,28
Fc1ccc(C2CC(c3ccc(F)cc3)n3ncnc3N2)cc1 (stereo not drawn),1.6,0,-1,0.3,97*,2,1.8,-9,69*
Cc1onc(-c2ccccc2)c1C(=O)Nc1ccc(S(=O)(=O)NC2=NCCCCC2)cc1,1.1,1,9,0.9,1,20*,0.15,-1,12
COc1cc(NC(=O)CN2C(=O)NC(C)(CC(C)C)C2=O)cc(OC)c1 (stereo not drawn),1.3,0.6,14,0.8,44,-5,1.6,7,20
CCN1CCN(c2c(Cl)cccc2NC(=O)c2ccc(Br)o2)CC1,1.4,0.8,30*,0.4,16,1,-0.11,13,65*
Cc1nc2ccc(NC(=O)N3CCCCC3)cc2s1,1,0.9,0,1,14,6,0.6,3,-3
CCn1c(SCC(=O)N2CCCc3ccccc32)nc2c1c(=O)n(C)c(=O)n2C,1.3,0.9,-2,0.7,8,-11,0.04,-2,27
CCCCCC(=O)Nc1cccc(-c2nc3ncccc3o2)c1,1.1,0.7,3,0.6,29,-2,0.75,13,45
COC(=O)c1cc(Br)c(=O)n(CCc2ccccc2)c1,0.7,0.4,-1,0.9,62*,-3,0.12,-1,14
CCSc1nc(C)c(C(C)=O)cc1C#N,0.8,0.7,0,0.9,26,2,0.28,4,10
O=C(C1CCCN1S(=O)(=O)c1ccc(Cl)c(Cl)c1)N1CCCCC1 (stereo not drawn),1,1,14,2.6*,1,-5,0.08,-2,-161
N#CCc1nnc2n1-c1ccccc1CCC2,1.5,0.8,2,0.9,16,7,1.1,2,9
c1cnn(-c2cc(N3CCOCC3)ncn2)c1,1,0.9,12,1,5,-2,0.51,6,-3

Additional structures
mol,PLAP act,CYP2C19 activ,PostGolgi yeast,CYP2C9 activ,CYP2C19 inhib,EphB4 antag,Pyk2 oligo antag,E coli WT exp,CYP2C9 inhib
Clc1cccc(Cl)c1Cn1cnc2c(N3CCCCCC3)ncnc21,1,0.9,1,0.6,7,4,-3.4*,-8,38
Cc1ccc(-n2c(C)csc2=N)cc1,0.8,0.7,-3,1,26,1,0.35,23,5
CCS(=O)(=O)n1nc(-c2ccc(Cl)cc2)nc1N,1.2,0.5,-3,0.9,53*,nt,nt,7,8
COC(=O)C(CCSC)NC(=O)Cn1ncc2c(=O)oc3ccccc3c21 (stereo not drawn),1,1,-1,0.7,2,-6,nt,-12,33
COC(=O)c1[nH]c2ccc(C)cc2c1NC(=O)Oc1ccccc1,0.8,0.8,16,1,18,3,0.39,-5,2
Cc1ccc(-n2ncc(C(=O)O)c2C2CCN(C(=O)OC(C)(C)C)CC2)cc1,1.3,1.1,7,0.8,-6,6,-0.32,1,17
CCOC(=O)C1C(=O)NC(N2CCOCC2)=NC1C(C)C (stereo not drawn),1,1.1,6,1.1,-12,3,1.2,0,-8
O=C(CCSCCc1ccccn1)Nc1ccccn1,0.9,0.7,-5,1,29,2,0.41,12,4
Cc1nnc2sc(-c3ccccn3)nn12,0.9,1.1,-4,1.1,-5,nt,-0.59,1,-7
CN(CC(=O)NC1CCCCC1)S(=O)(=O)c1cccc2nsnc12,0.8,1.1,-2,1.1,-7,2,0.92,-2,-7
COc1cccc(NC(=O)N2CCN(c3cccc(C)c3)C(C)C2)c1 (stereo not drawn),1.2,0.4,18,1.2,59*,-1,-0.3,1,-16
CC(C)(C)NS(=O)(=O)c1ccc(CCC(=O)NCc2cccnc2)cc1,1,0.6,-1,0.1,36,3,-0.1,-17,87*
O=S1(=O)N=C(Nc2ccc(S(=O)(=O)N3CCCCC3)cc2)c2ccccc21,0.8,1,-5,1,-3,nt,-1,-18,-1
CCOC(=O)c1ccccc1OCc1cc(/C=N/n2cnnc2)ccc1OC,1.1,0.4,-14,0.3,61*,3,0.28,-4,71*
CCOc1ccc(C(C)=O)cc1N1C(=O)C2C3C=CC(C3=C(C)C)C2C1=O (stereo not drawn),1.2,0.9,7,0.9,6,-2,-0.36,4,8
CC(C)(C)Sc1ccc(N)nc1,1.1,1.2,1,1,-15,-6,0.46,13,3
O=C(Cc1c(F)cccc1Cl)NCCCn1ccnc1,1,0.1,-5,0.2,92*,-9,-0.32,4,79*
COC(=O)c1cc2occc2n1CC(=O)Nc1ccc(C)cc1C,1,0.5,-5,0.8,45,-4,0.41,0,24
O=C(Nc1ccccc1N1CCN(C(=O)c2ccccc2)CC1)c1cc2ccccc2o1,0.8,0,-4,0,97*,5,-2.9,-1,96*
CCOC(=O)c1ccccc1NC(=O)Cn1cnc2c(cnn2-c2ccccc2)c1=O,1,1.1,0,1,-14,-1,0.06,-12,0
CCn1nc(C)c(/C=N\NC(=O)c2ccc3c(c2)OCO3)c1C,1,0.9,3,1,10,0,0.24,-3,4
C=CCOc1nc2c(c(=O)n(C)c(=O)n2C)n1Cc1ccccc1Cl,1.4,0.8,-5,0.8,21,3,0.17,-8,17
CC1CN(C(=O)CCc2ccccc2)C(C)CN1C(=O)CCc1ccccc1 (stereo not drawn),1.3,1.1,-11,1.1,-7,4,-0.16,5,-14
Cc1cccc(NC(=O)c2cnc3ccccn3c2=O)c1,1.1,0.9,4,1.1,6,nt,nt,-10,-8
CC1(C)CC(=O)C(C(=O)CCCCC(=O)C2C(=O)CC(C)(C)CC2=O)C(=O)C1,0.9,1.1,-6,1.2,-12,nt,-0.35,2,-19
CCc1nnc(NC(=O)[C@@H]2CCCN2S(=O)(=O)c2ccc3c(c2)OCCO3)s1,1.1,0.8,-5,0.6,16,-6,0.84,0,45
COCCNC(=O)c1nn(-c2cc(OC)cc(OC)c2)c(=O)c2ccccc12,1,0.9,0,0.8,9,nt,-1,5,20
Fc1ccc(CSc2nsc(SCc3ccc(F)cc3)n2)cc1,0.5,0.8,-2,0.8,24,-1,0.66,7,15
C=CCOC(=O)Nc1ccc(Cl)cc1NC(=O)OCC=C,1,0.1,2,0.4,93*,-3,-0.78,2,65*
COc1cc(CNCCc2ccccc2F)ccc1OCc1ccc(Cl)nc1,1.8,0.2,-1,0.7,76*,4,1.1,4,33

Among those listed so far, 2 have a cyano group:
mol,PLAP act,CYP2C19 activ,PostGolgi yeast,CYP2C9 activ,CYP2C19 inhib,EphB4 antag,Pyk2 oligo antag,E coli WT exp,CYP2C9 inhib
CCSc1nc(C)c(C(C)=O)cc1C#N,0.8,0.7,0,0.9,26,2,0.28,4,10
N#CCc1nnc2n1-c1ccccc1CCC2,1.5,0.8,2,0.9,16,7,1.1,2,9

Other compounds.
mol,PLAP act,CYP2C19 activ,PostGolgi yeast,CYP2C9 activ,CYP2C19 inhib,EphB4 antag,Pyk2 oligo antag,E coli WT exp,CYP2C9 inhib
N#C/C(=C(/O)C(Cl)c1ccccc1)c1nc2ccccc2s1 (stereo not drawn),1.3,0.4,5,0.2,58*,9,-1.6,-16,77*
Nc1c(C(=O)NCc2ccccc2)sc2nc3c(cc12)C(=O)CCC3,1.1,1.2,7,0.9,-16,4,-0.48,2,6
Cc1c(NC(=O)c2ccc3c4c(cccc24)CC3)c(=O)n(-c2ccccc2)n1C,0.8,1.2,-3,1.3,-21,6,0.7,2,-30
Cc1ccc(C(=O)Nc2nnc(-c3ccncc3)s2)o1,1,0.7,-29,0.1,27,nt,-0.11,-9,93*

Screens as filed in PubChem.
